High-throughput results (PubChem BioAssay)
KDM5B inhibitor = Primary screen for KDM5B Histone Demethylases FDH-coupled qHTS; Lysine-specific demethylase 5B (Homo sapiens), Q9UGL1; 220,000 tested, 2.6% active; AID 1347165, 2019; Potency, µM (highest dose often 57.7 µM), without a hit: at the highest dose activity change, negative = inhibition, usual class: inhibitors; KDM5B demethylase, FDH-coupled NADH fluorescence (FDH is formaldehyde dehydrogenase); active = well fitted inhibition curve with a large enough effect; inconclusive = small, poorly fitted or top-dose-only effect; inactive = no such curve, though single readings can be large or run the other way; also: 0% is about no effect; nearly all actives have a fitted effect of over 70% in size
Target sequence (Q9UGL1 whole entry, looked up): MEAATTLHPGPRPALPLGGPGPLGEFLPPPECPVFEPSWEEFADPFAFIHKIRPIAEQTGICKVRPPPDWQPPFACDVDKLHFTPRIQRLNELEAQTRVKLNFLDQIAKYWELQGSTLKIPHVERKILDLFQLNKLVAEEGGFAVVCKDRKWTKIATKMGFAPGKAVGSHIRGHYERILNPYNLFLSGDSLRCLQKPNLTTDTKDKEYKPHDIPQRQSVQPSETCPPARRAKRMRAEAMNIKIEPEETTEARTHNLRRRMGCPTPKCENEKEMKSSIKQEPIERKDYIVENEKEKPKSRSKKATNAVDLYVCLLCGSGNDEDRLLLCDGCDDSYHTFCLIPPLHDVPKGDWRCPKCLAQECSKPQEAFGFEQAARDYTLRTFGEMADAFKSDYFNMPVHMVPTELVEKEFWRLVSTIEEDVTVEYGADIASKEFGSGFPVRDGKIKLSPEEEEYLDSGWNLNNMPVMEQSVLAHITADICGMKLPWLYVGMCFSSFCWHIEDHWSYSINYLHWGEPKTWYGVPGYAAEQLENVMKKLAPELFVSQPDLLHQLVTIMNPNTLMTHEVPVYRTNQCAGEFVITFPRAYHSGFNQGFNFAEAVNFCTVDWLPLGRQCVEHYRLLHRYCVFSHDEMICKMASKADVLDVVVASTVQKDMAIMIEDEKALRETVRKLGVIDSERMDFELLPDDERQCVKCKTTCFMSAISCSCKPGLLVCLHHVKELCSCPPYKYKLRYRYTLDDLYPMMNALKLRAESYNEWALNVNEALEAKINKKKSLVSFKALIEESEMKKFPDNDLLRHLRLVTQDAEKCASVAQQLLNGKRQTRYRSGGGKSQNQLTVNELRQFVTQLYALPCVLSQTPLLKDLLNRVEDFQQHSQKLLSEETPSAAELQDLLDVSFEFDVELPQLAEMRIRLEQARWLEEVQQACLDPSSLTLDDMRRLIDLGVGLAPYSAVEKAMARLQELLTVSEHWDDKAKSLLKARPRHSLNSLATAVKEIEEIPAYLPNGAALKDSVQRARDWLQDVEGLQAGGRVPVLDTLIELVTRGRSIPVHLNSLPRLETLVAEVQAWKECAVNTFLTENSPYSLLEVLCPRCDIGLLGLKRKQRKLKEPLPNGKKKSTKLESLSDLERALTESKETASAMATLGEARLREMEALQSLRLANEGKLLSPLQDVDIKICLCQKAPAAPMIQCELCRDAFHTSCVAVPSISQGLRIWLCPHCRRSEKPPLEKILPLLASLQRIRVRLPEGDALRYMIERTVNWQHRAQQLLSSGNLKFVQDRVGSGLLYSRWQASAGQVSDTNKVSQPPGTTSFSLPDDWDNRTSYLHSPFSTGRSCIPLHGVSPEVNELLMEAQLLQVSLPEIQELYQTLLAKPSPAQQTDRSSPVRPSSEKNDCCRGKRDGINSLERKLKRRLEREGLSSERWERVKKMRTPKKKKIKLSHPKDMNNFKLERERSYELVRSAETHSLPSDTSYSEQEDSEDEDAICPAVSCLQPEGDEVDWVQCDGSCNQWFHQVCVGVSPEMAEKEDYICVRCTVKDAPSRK
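KDM5BΔAP (200 nM final) in 50 mM HEPES pH 7.5, 0.01% Tween-20 was preincubated 10 min at RT with compound over a concentration range. Substrate mix (H3K4me3 12.5 µM, α-KG 25 µM, Fe²⁺, ascorbate, NAD⁺, FDH) was added, and NADH fluorescence change over 30 min gave dose-response curves.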
An asterisk follows results filed as active; ? = inconclusive; & = joins results of further samples; [ ] = dose if it differs, or a comment. Potency is read from the fitted curve at half-maximal effect. Not all compounds are listed, so the mix of outcomes need not match the whole.

The opening 2 records (preview)
SMILES | KDM5B inhibitor
Cc1ccc2c(C)c(CCC(=O)Nc3ccc(C(N)=O)cc3)c(=O)oc2c1 | -8%
Cc1ccc2c(c1)/C(=C/c1ccncc1)c1cc3ccccc3nc1-2 | 3%

All compounds of this part (from the top)
SMILES | KDM5B inhibitor
Cc1ccc2c(C)c(CCC(=O)Nc3ccc(C(N)=O)cc3)c(=O)oc2c1 | -8%
Cc1ccc2c(c1)/C(=C/c1ccncc1)c1cc3ccccc3nc1-2 | 3%
COc1ccc(-c2nc(CNS(=O)(=O)c3ccc(F)cc3)cs2)cc1 | ?
COc1cc2c(-c3ccccc3)c(C)oc2cc1/C=N/NC(N)=S | ?
CC(C)N1C(=O)C(CC(=O)N(C)Cc2cccnc2)=C2CCCCC21 (stereo not drawn) | -20%
CCCC12CN3CC(C)(CN(C1)C3c1ccc(CC)cc1)C2=O (stereo not drawn) | 17%
O=C(c1ccco1)N1CCC(n2cnnc2-c2ccccc2)CC1 | -19%
COc1ccc(CCN2C(=O)c3[nH]nc(-c4ccccc4O)c3C2c2ccc(OC)cc2)cc1 (stereo not drawn) | 13%
COc1ccc(CC(=O)NC2CCN(c3cc(-c4ccc(Cl)cc4)[nH]n3)C2)cc1OC (stereo not drawn) | ?
COc1cccc(C(=O)N2CC[C@H]3COC(=O)N3c3cc(F)ccc3C2)c1 | 16%[86.2 µM]
Cc1ccsc1/C=N/NC(=O)c1ccc2ccccc2c1 | ?
CC(=O)NC[C@H]1OC[C@@H](NC2CCCCC2)[C@@H]1O | 1%[115 µM]
Cc1cc(C#N)ccc1OCc1ccc(C#N)cc1 | -23%
COc1ccc(N(C(=O)Cc2cccs2)C(C(=O)NC2CCCC2)c2ccncc2)cc1 (stereo not drawn) | -14%
Cc1ccc(Nc2ccc3c(n2)CN(C)C(=O)CO3)c(C)c1 | -20%[86.2 µM]
CN1C(=O)C(NC(=O)C(=O)NCCc2c[nH]c3ccc(Cl)cc23)c2ccccc21 (stereo not drawn) | 5%
O=C(Nc1ccc2c(c1)OCO2)c1cnn2c(C(F)(F)F)cc(-c3ccc(F)cc3)nc12 | 2%
O=C(O)C[C@@H]1CCN(C(=O)NC2CCCCC2)C[C@@H]1CCN1C[C@@H]2C[C@H](C1)c1cccc(=O)n1C2 | ?
COc1ccc(C(=O)NCC(=O)NCc2ccc3cc(OC)ccc3c2)cc1 | 0%
COCCNC(=O)c1ccc2c(c1)OCCN(c1cccc(OC(F)(F)F)c1)C2 | -1%[86.2 µM]
CS(=O)(=O)N1C[C@H]2CCN(C(=O)c3ccc4[nH]ccc4c3)C[C@H]21 | -1%
O=C1C(=O)N(CCN2CCOCC2)C(c2ccc(F)cc2)/C1=C(\O)c1ccc(Br)cc1 (stereo not drawn) | -20%
CCCNC(=O)C1C(c2ccc(NC(=O)c3ccco3)cc2)OC(=O)N1Cc1ccccc1 (stereo not drawn) | 13%
Fc1ccc(-n2ncc3c(NCCCN4CCOCC4)ncnc32)cc1 | ?
O=C(NCCc1c[nH]c2ccccc12)[C@@H]1C[C@H]2C(=O)NCCCCCCN(C(=O)c3ccco3)[C@H]2C1 | -23%
O=C(NC1CC1)C1CCN(C(=O)c2ccc(Cl)cc2Cl)CC1 | 27%
CN1CCN(Cc2cn3c(=O)n(C)cc(-c4cccc(OC(F)(F)F)c4)c3n2)CC1 | -9%[86.2 µM]
Nc1nccnc1C(=O)Nc1cccc(Cn2ccnc2)c1 | 20%
O=C(CSc1n[nH]c(-c2ccccc2Cl)n1)NC1CCCCC1 | -2%
CCc1ccccc1-n1cnc2cc(C(=O)NC3CCCCCC3)ccc21 | 2%
C/C(=N/NC(=O)c1cc(-c2ccc(Cl)s2)[nH]n1)c1ccco1 | 5%
CC(=O)/C=C(\N)C(Cl)(Cl)Cl | 20%
C=Cc1ccc(CN2C(=O)c3ccccc3Sc3ccc(C(=O)OCc4ccco4)cc32)cc1 | -16%
COC(=O)c1c(N)c(-c2nc3ccccc3s2)nn1-c1ccc(Cl)cc1 | -20%
COC[C@@H]1CN(C(=O)Cc2c(C)noc2C)C[C@H]1c1ccccn1 | -7%
O=S(=O)(NCc1ccc(Cn2cncn2)cc1)c1ccccc1F | 20%
Cc1cc(C(=O)N2CCCC(n3c(C)cnc3C3CCC3)C2)nn1C (stereo not drawn) | -9%
CO[C@H]1C(=O)N(C2CCN(C(=O)C3CCCC3)CC2)[C@H]1c1ccncc1 | -11%
COc1cccc(Nc2cccc(CN3CCC(C)(NC(C)=O)C3)c2)c1 (stereo not drawn) | -21%[86.2 µM]
CCc1ccc(NC(=O)CC2C(=O)OCCN2CC)cc1 (stereo not drawn) | -79%
COc1cc(OC)c(NC(=O)Nc2nnc(N(C)C3CCCCC3)s2)cc1Cl | 21%&7%
COc1ccc(NC(=O)N2CCn3nnc(CCC(=O)NC4CC4)c3C2)cc1 | -9%
O=C(NC[C@H]1Cn2c(-c3ccc(F)cc3)cnc2CO1)c1cnccn1 | -23%[86.2 µM]
CC1CCCCN1S(=O)(=O)c1cc2c3c(c1)CC(=O)N3CCC2 (stereo not drawn) | -11%
CCc1noc(-c2cn(C3CCN(C(=O)Cc4cccc(C)c4)CC3)nn2)n1 | 4%
Cc1cc(C)c(OCC(=O)N(Cc2ccco2)Cc2ccco2)c(C)c1 | -14%
CCC(C)(CC(=O)O)CC(=O)O | 13%
CN(C)Cc1nnc(C2CC(NC(=O)CC3Cc4ccccc4C3)C2)n1C (stereo not drawn) | 7%
CCc1ccc(OCC(=O)N(CC#N)C2CC2)cc1 | 25%
CC(C)CS(=O)(=O)c1ncc(CN(C)Cc2cnn(C)c2)n1Cc1ccccc1 | 39%[activator]
Cc1cc2nc3n(c(=O)c2n1CC(=O)Nc1ccc(F)c(F)c1)CCCC3 | 10%
COc1ccccc1/C=C1\SC(=S)N(CCC(=O)Nc2ccc(C(=O)O)c(O)c2)C1=O | -5%
COc1cc(F)ccc1-c1nc(-c2c(C)noc2C)cc2[nH]c(C)cc12 | 35µM*
O=C(NCc1ccccc1)Nc1cccc(-c2nnc3n2CCCC3)c1 | 1%
COc1ccc(NC(=O)O[C@@H]2CO[C@H]3[C@@H]2OC[C@@H]3n2nnnc2SCc2ccco2)cc1 | ?
CC(=O)NCc1ccc(C(=O)CSc2nnc(C3CC3)n2Cc2ccccc2)cc1 | 11%
CCOC(=O)c1cc(NCc2c(Cl)cccc2Cl)ccc1N1CCOCC1 | ?
CCOC(=O)C(=O)NNc1ccc(F)cc1 | -2%
O=C(c1ccccc1)N1CCC(Oc2cccnc2)C1 (stereo not drawn) | 1%
CCN1CCN(CCOc2ccc3c(=O)c(-c4ccc(Br)cc4)c(C)oc3c2)CC1 | -4%
The results go on.
SMILES | KDM5B inhibitor
COc1ccc(OC)c(NC(=O)Nc2ccc(O)c3ccccc23)c1 | -30%
CC(C)Cc1ccc(S(=O)(=O)Nc2ccc3[nH]c(=O)[nH]c3c2)cc1 | -4%
COc1cccc(CNC(=O)Nc2cn(CC(C)C)c(=O)c3ccccc23)c1 | ?
COCCn1cnc2ccc(N3CCCC3)nc2c1=O | 32µM*
CCCNC(=O)C(C)NC(=O)c1cc(=O)[nH]c2ccccc12 (stereo not drawn) | ?
C=CCNC(=S)NNC(=O)c1ccc(CSc2nc(C)cc(C)n2)cc1 | 3%
O=S(=O)(c1ccc(OC(F)(F)F)cc1)N1CCN(Cc2ncc(-c3ccc(F)cc3)o2)CC1 | -19%
CC(C)C(=O)N1C[C@@H](Oc2ccccc2)C[C@@H]1C(=O)N1CCOCC1 | -11%
CN(C)c1ccc(NC(=O)CSc2nc(-c3ccco3)cc(C(F)(F)F)n2)cc1 | -24%
O=C(c1ccncc1)N1CC(Oc2ccccc2-c2nc(C3CC3)no2)C1 | -12%
Clc1ccc(OCc2nc(-c3ccc(-n4cccc4)cc3)no2)cc1 | -11%
CC(=O)Nc1c(C(=O)Nc2cccc(C)c2)nnn1-c1ccc(C)cc1 | -9%
O=C(Cc1ccsc1)Nc1cccc(N2CCCCC2=O)c1 | 1%
CCCCCCCNC(=O)CCC(=O)NCCCOC(C)C | 19%
Cc1nn2c(c1-c1ccccc1OCc1ccccc1)N(C(=O)C1CCC1)CCC2 | 8%[86.2 µM]
CCN(CC)C(=O)c1cccc(NC(=O)c2cccc3cccnc23)c1 | -6%
COc1ccc(N2CC3CCC(C2)N3C(=O)c2ccc3c(c2)OCO3)cc1 | -26%[115 µM]
COc1ccc(CC(=O)N2CCC(Cc3nc(-c4ccccc4)no3)CC2)cc1 | -21%
CCn1c(SCC(=O)OC)nc2sc3c(c2c1=O)CC(C)(C)OC3 | 34%
Cc1cccc(NC(=O)c2cc(S(=O)(=O)N3CCC4(CC3)OCCO4)ccc2F)c1 | -11%
CCOC(=O)Cn1c(=O)c2c3c(sc2n(Cc2ccc(F)cc2)c1=O)CCCC3 | -6%
Cc1ccc(-n2nc(C)c([C@@H]3C=C[C@@H](NCc4ccc(N(C)C)cc4)C3)c2C)cc1Cl | 40µM*
COc1ccccc1C(C)NC(=O)Cc1n[nH]c(=O)c2ccccc12 (stereo not drawn) | -14%
CSc1ccc(/C=[N+](\[O-])C2N(C)C(=S)SC2(C)C)cc1 (stereo not drawn) | -18%
COc1ccc(-c2cc(C(F)(F)F)nc(SCC(=O)NCCc3ccccc3)n2)cc1 | ?
O=C(COc1ccc(C(=O)c2ccccc2)cc1)OCCOc1cccc(Cl)c1 | 3%
CCCCCn1c(NCc2ccc(OC)cc2)nc2ccccc21 | ?
O=C(Nc1ccccc1)N1CCCN(Cc2c(F)cccc2Cl)CC1 | 19%
CC(=O)Nc1ccc(C2(C(=O)N3CCCCC3)CCC2)cc1 | 4%
CCN(CC(=O)NC(C)(C)C)Cc1nc(-c2ccccc2)oc1C | 18%
O=C(CSc1ncnc2ccccc12)N(C1CCCCC1)C1CCS(=O)(=O)C1 (stereo not drawn) | -5%
Cc1ccc(-c2nc3c(c(SCC(=O)N(C)c4ccccc4)n2)Cc2c(CO)cnc(C)c2O3)cc1 | ?
Oc1ccc(Cl)cc1C=NCc1ccc(Cl)cc1 | 9%
O=c1[nH]c(C2CCCN(CC3CCCCC3)C2)nn1-c1ccc(Cl)cc1 (stereo not drawn) | -1%
Cn1c(=O)c2c(nc(CN3CCC(Cc4ccccc4)CC3)n2CC(N)=O)n(C)c1=O | 16%
CN1CCC(=C(c2ccc(Cl)cc2)c2ccccn2)CC1 | 20%

Fetched by structure from the list above, 5 records:
SMILES | KDM5B inhibitor
CCN(CC(=O)NC(C)(C)C)Cc1nc(-c2ccccc2)oc1C | 18%
COc1ccc(-c2cc(C(F)(F)F)nc(SCC(=O)NCCc3ccccc3)n2)cc1 | ?
CC(=O)Nc1ccc(C2(C(=O)N3CCCCC3)CCC2)cc1 | 4%
Oc1ccc(Cl)cc1C=NCc1ccc(Cl)cc1 | 9%
Cc1ccc(-c2nc3c(c(SCC(=O)N(C)c4ccccc4)n2)Cc2c(CO)cnc(C)c2O3)cc1 | ?

Other records:
SMILES | KDM5B inhibitor
CC1=C[C@@H](CNC(=O)CCC(=O)O)[C@H](C(C)C)C[C@H]1Cc1nc2ccc(Cl)cc2[nH]1 | ?
CCc1ccc(CNC(=O)Cn2nc(C)c3c(C)n(-c4ccc(C)cc4)nc3c2=O)cc1 | 9%
COc1ccc(C2Cn3nnc(C(=O)N4CCN(C(=O)Cc5ccccc5Cl)CC4)c3CO2)cc1 (stereo not drawn) | ?
Cc1cccc(N(CC(=O)N2CC[C@@](C)(O)[C@@H](O)C2)S(C)(=O)=O)c1 | 17%
Cc1ccc(NC(=O)N2CC[C@H]3C(=O)NCCCCCN(Cc4cccnc4)[C@@H]3C2)cc1C | ?
O=C(NCC(c1ccco1)S(=O)(=O)c1cccs1)c1ccc(C(F)(F)F)cc1 (stereo not drawn) | -19%
C[S+](=O)([O-])NC1CC2(CCN(Cc3ccc(O)cc3)CC2)c2ccccc21 (stereo not drawn) | -9%[115 µM]
Cn1cnc(S(=O)(=O)N2CCC(C(=O)Nc3ccc(C#N)cc3)CC2)c1 | -8%
COc1ccc(-c2noc(-c3ccc(N4CCN(c5ccccc5)CC4)c([N+](=O)[O-])c3)n2)cc1OC | 15%
COc1ccc(OCC(O)CNC(=O)Nc2cc(F)ccc2C)cc1 (stereo not drawn) | 25%
O=C(c1cccc([N+](=O)[O-])c1)N1CCCC(C(=O)N2CCCCC2)C1 (stereo not drawn) | 32%
CC(C)C(=O)N1CCC2(CC1)N(c1ccccc1)C(=O)CS2(=O)=O | -1%
Cc1cc(C)cc(N2CCC(NC(=O)c3cc(C)ccc3C)C2=O)c1 (stereo not drawn) | -16%
Cc1cccc2c(=O)cc(CSc3ccccc3NC(=O)c3cccc(Cl)c3)[nH]c12 | 4%
O=C(CNc1ccc(OC(F)(F)F)cc1)N1CCNC1=O | 0%
CCOc1ccc(-c2nnc(SCC(=O)Nc3ccc(C)cc3Cl)o2)cc1 | -30%
OCc1ccc(CN2Cc3[nH]cnc3C[C@H]2c2nc(-c3ccncc3)no2)o1 | ?
O=C(Cn1ncc2c3ccccc3n(Cc3ccccc3)c2c1=O)NCc1ccccn1 | ?
Cc1ccccc1C(=O)Nc1cccc(CCC(=O)N(C)C)c1 | 13%
CNC(=O)[C@@H]1C[C@H](Oc2cccnc2)CN1C(=O)c1cc(C)n(C)n1 | -11%

Rewritten tab-delimited: 3 of the compounds above
SMILES	KDM5B inhibitor
Cc1cccc2c(=O)cc(CSc3ccccc3NC(=O)c3cccc(Cl)c3)[nH]c12	4%
O=C(CNc1ccc(OC(F)(F)F)cc1)N1CCNC1=O	0%
CCOc1ccc(-c2nnc(SCC(=O)Nc3ccc(C)cc3Cl)o2)cc1	-30%
